Compound activity from PubChem.
Polio RdRp inh = poliovirus RNA polymerase inhibition. P03300. poliovirus polymerase elongation, fluorescence polarization; stronger effect = lower value. % elongation, % (compound at 16.7 µg/mL). 0.66% of 150,000 active. AID 588519; in the data active = % elongation below about 90%; note: some results filed as inactive read as strong as hits
Target sequence (P03300 1749-2209 limits assumed): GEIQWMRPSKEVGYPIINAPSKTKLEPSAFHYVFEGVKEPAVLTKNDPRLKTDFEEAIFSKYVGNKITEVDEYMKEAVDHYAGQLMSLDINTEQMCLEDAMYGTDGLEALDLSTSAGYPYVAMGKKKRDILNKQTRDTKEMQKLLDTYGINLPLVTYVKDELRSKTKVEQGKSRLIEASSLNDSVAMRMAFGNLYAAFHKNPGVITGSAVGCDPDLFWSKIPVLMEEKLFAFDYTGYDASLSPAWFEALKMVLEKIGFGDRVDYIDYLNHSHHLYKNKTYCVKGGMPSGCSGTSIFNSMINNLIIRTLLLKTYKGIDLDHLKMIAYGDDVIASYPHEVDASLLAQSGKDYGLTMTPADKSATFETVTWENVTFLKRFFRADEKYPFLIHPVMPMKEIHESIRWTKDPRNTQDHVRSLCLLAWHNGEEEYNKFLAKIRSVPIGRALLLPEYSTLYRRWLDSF
Polio RdRp inh FP z-score = recorded beside Polio RdRp inh, whose call it bears; z-score; measured here: FP z-score; hits read low
* = called active by the depositor. Only part of the results is shown; rates above refer to the full screens.

no.	canonical_smiles	Polio RdRp inh	Polio RdRp inh FP z-score
1	COc1ccc(NC(=O)C(C)Sc2cc(-c3ccccc3)nc(C)n2)cc1Cl (centres undefined)	111.0	0.8
2	O=S(=O)(Cc1ccccc1)N1CCCC(c2nc(-c3cccs3)no2)C1 (centres undefined)	101.0	-0.1
3	C=CCNC(=O)COc1ccc2c(C)cc(=O)oc2c1	98.0	0.1
4	CCC(=O)N1CCc2cc(Br)cc(S(=O)(=O)CCC(=O)N3CCN(c4ccccc4OC)CC3)c21	101.0	-1.2
5	CCCCOC(=O)c1ccc(O)cc1	98.0	-0.2
6	O=C(Nc1ncn[nH]1)Nc1cccc2ccccc12	102.0	-0.2
7	CN=c1scc(-c2ccc(OC(F)F)cc2)n1/N=C/c1ccc(O)cc1	109.0	0.3
8	CCCCN1C=C(C(=O)OC)C(c2cccc(OC)c2OC)C(C(=O)OC)=C1	101.0	0.2
9	CN(C)S(=O)(=O)c1ccc2c(c1)C(CC(=O)O)OC2=O (centres undefined)	100.0	-0.4
10	O=C(Cn1cnnn1)NC1CCCc2ccccc21 (centres undefined)	101.0	-0.2

In the list so far, 5 have nitrogen in an aromatic ring.
no.	canonical_smiles	Polio RdRp inh	Polio RdRp inh FP z-score
1	COc1ccc(NC(=O)C(C)Sc2cc(-c3ccccc3)nc(C)n2)cc1Cl (centres undefined)	111.0	0.8
2	O=S(=O)(Cc1ccccc1)N1CCCC(c2nc(-c3cccs3)no2)C1 (centres undefined)	101.0	-0.1
6	O=C(Nc1ncn[nH]1)Nc1cccc2ccccc12	102.0	-0.2
7	CN=c1scc(-c2ccc(OC(F)F)cc2)n1/N=C/c1ccc(O)cc1	109.0	0.3
10	O=C(Cn1cnnn1)NC1CCCc2ccccc21 (centres undefined)	101.0	-0.2

Going on with the list.
no.	canonical_smiles	Polio RdRp inh	Polio RdRp inh FP z-score
11	Cc1ccc(Nc2ncnc3c2cnn3-c2ccccc2)c(C)c1	107.0	0.4
12	NC(=O)c1ccc2c(c1)S(=O)(=O)c1ccccc1C2=O	103.0	0.4
13	COc1cc(OC)c(NC(=O)c2cc(CN3CCOCC3)on2)cc1Cl	103.0	-0.6
14	CC(C)(C)C(=O)C(Oc1ccc(Cl)cc1)n1cnnc1 (centres undefined)	104.0	0
15	Nc1c(-c2nc(-c3ccccc3Cl)no2)nnn1-c1ccccc1C(F)(F)F	119.0	0.5
16	Cc1cc(C)nc(SCC(=O)OCC(=O)N2CCc3ccccc32)n1	96.0	-1
17	CCCSc1ncc(Cl)c(C(=O)Nc2ccc(CC)cc2)n1	105.0	-0.5
18	Cn1c(=O)c(C2=NS(=O)(=O)c3ccccc3N2)c(O)c2ccccc21	99.0	-0.4
19	COc1ccc(-n2cc(C(=O)OCc3ccc(Cl)cc3)c3ccccc3c2=O)cc1	112.0	1
20	Cc1csc2nc(CSc3nnc(-c4ccccc4Cl)n3C3CCCC3)cc(=O)n12	105.0	0.3
21	CC(C)(C)NC(=O)CCSc1nnc(-c2ccccc2)o1	102.0	0.2
22	CCC(c1nnc(SC(C)C(=O)NCc2ccc3c(c2)OCO3)n1Cc1ccccc1)N(C)C (centres undefined)	102.0	-0.4
23	COc1ccc(N2CCN(C(=O)c3cc(-c4ccc(C)c(F)c4)on3)CC2)cc1	106.0	-0.1
24	Cc1ccc(-c2noc(-c3ccccc3NC(=O)C3CC(=O)N(c4ccccc4C)C3)n2)cc1 (centres undefined)	104.0	-0.4
25	CC(C)C(=O)N1CCN(c2ccccc2N)CC1	97.0	-1.3
26	N#C/C=C(\c1ccc(F)cc1)N1CCCCC1	105.0	0.3
27	CCOc1cccc2cc(C(C)NCc3ccc(C)o3)oc12 (centres undefined)	98.0	-0.6
28	COc1ccc(NC(=O)C(=O)NCCc2sc(-c3ccc(Cl)cc3)nc2C)cc1	106.0	0.6
29	Cc1cccc(NC(=O)CN(C)S(=O)(=O)c2cccs2)c1C	102.0	0.1
30	Cn1c(=O)[nH]c2cc(-c3noc(-c4ccc(Br)cc4)n3)ccc21	105.0	-0.6
31	O=C(Nc1ccccc1)N(Cc1cccc(Cl)c1)c1ccccn1	107.0	0.1
32	O=C(/C=C\Nc1ccccn1)c1ccc2c(c1)OCO2	101.0	-0.1
33	CC1CCCN(Cc2nc3c(c(=O)n(C)c(=O)n3C)n2Cc2ccc(Cl)cc2Cl)C1 (centres undefined)	108.0	0.6
34	CC(C)c1ccc(S(=O)(=O)N2CCC(n3c(C(F)(F)F)nc4cccnc43)CC2)cc1	103.0	-0.9
35	O=C(CSc1nc2cc(Cl)ccc2s1)NC1CCCC1	97.0	-1.7
36	O=C(CSc1n[nH]c(=O)[nH]c1=O)N/N=C/c1ccccn1	102.0	0.1
37	CCc1ccc2oc(C(=O)Nc3nc(-c4ccccc4)ns3)c(C)c2c1	101.0	-1.3
38	CCc1ccc(N2C(=O)C3C(C(=O)OC)=NN(C(C)=O)C3C2=O)cc1 (centres undefined)	102.0	0.1
39	CC1(C)C(=O)C2(CCCCC2)C(=O)OC1c1ccc(Br)o1 (centres undefined)	100.0	-0.5
40	CC(C)CCNc1nc(Nc2ccccc2)c2cnn(C)c2n1	104.0	-0.3
41	COc1cccc(-n2c(-c3ccccc3F)nc3c(cnn3-c3ccc(C)cc3)c2=O)c1	104.0	-1.6
42	Cc1ccc(-n2ncc3c(Nc4ccccc4C)ncnc32)cc1	104.0	-0.1
43	CCCN(CCO)CC1CCCCC1	100.0	-0.1
44	CC(C)CCn1c(=O)c2cccnc2n(Cc2cccc(Cl)c2)c1=O	100.0	-0.5
45	Nc1ccc(N2CCCC2)cc1	97.0	-1.7
46	Fc1ccccc1OCCBr	100.0	-0.2
47	Cc1ccc(NC(=O)c2ccc(Br)o2)cc1C	100.0	0.1
48	Cc1cc(C(F)(F)F)c(C#N)c(SCC(=O)C(C)(C)C)n1	106.0	1.3
49	COc1cc(C2N(C(C)=O)N=C(NC(C)=O)N2C(C)=O)cc(OC)c1OC (centres undefined)	105.0	0.6
50	COc1cccc(NC(=O)/C(C#N)=C/c2c(C)n(Cc3ccccc3)c3ccccc23)c1	109.0	0.8
51	CC(C)NC(=O)CCN1C(=O)c2ccccc2Sc2ncccc21	110.0	0.6
52	CCc1ccccc1N1C(=O)N(CC(=O)c2ccc(OC)cc2)c2ccccc2S1(=O)=O	110.0	0.6
53	CC(C)NC(=O)c1cc(C(=O)c2cc(Br)ccc2O)coc1=N	103.0	0.3
54	COC(=O)Cn1ncc(N2CC(C)OC(C)C2)c(Cl)c1=O (centres undefined)	100.0	0
55	Cc1ccc(NC(=O)Cn2cnc3onc(-c4ccc(F)cc4)c3c2=O)c(Cl)c1	112.0	0.7
56	Cc1ccc(NC(=O)C2CCCN(S(=O)(=O)c3cccc4cccnc34)C2)cc1Cl (centres undefined)	104.0	-0.3
57	Cc1ccc(C(CC(=O)O)c2ccccc2)c(O)c1 (centres undefined)	103.0	0.5
58	CCOC(=O)Cn1c(=O)oc2cc(S(=O)(=O)NCCOC)ccc21	101.0	0.2
59	CC1(c2ccccc2)OC(=O)C(=Cc2ccc(O)cc2)C(=O)O1 (centres undefined)	101.0	-0.2
60	COCCNC(=O)c1ccc2c(c1)sc1nc(-c3ccccc3)cn12	106.0	2.1

Complete entries from above:
`COCCNC(=O)c1ccc2c(c1)sc1nc(-c3ccccc3)cn12` as listed: Polio RdRp inh = 106.0; Polio RdRp inh FP z-score = 2.1
`CC(C)NC(=O)CCN1C(=O)c2ccccc2Sc2ncccc21` as listed: Polio RdRp inh = 110.0; Polio RdRp inh FP z-score = 0.6

Later entries:
no.	canonical_smiles	Polio RdRp inh	Polio RdRp inh FP z-score
61	COc1ccccc1CNC(=O)C1COc2ccccc2O1 (centres undefined)	106.0	0.3
62	Cc1nc(-c2ccc(S(=O)(=O)NCc3ccccc3Cl)cc2)co1	110.0	0.6
63	CCOC(=O)N1C/C(=C\c2ccccc2)C(=O)/C(=C/c2ccccc2)C1	101.0	-0.3
64	Nn1c(SCc2ccccc2Cl)nnc(CCC(=O)O)c1=O	103.0	0.2
65	CCSc1cc(C)c(C#N)c2nc3ccccc3n12	105.0	1
66	Nc1c(C(=O)N2CCCCC2)sc2nc3c(cc12)CCC3	100.0	-0.1
67	CC(C)C(Nc1ccccc1)N1C(=O)CCC1=O (centres undefined)	102.0	0
68	Cc1nnc(N2CCN(C(=O)NCCC(C)C)CC2)c2nn(-c3ccc(Cl)cc3)c(C)c12	108.0	0.2
69	O=C(CSC1=NCCCN1)N1CCCCC1	104.0	0.6
70	COC(=O)c1sc(S(C)=O)c(-c2ccon2)c1C (centres undefined)	103.0	0.2
71	O=C(Nc1ccc2c(c1)OCO2)c1cncc(NS(=O)(=O)c2ccccc2)c1	99.0	-0.7
72	CC1(C)C(=O)OC(/C=C\c2ccccc2)C(C)(C)C1=O (centres undefined)	99.0	-0.8
73	Cc1ccc(NC2=CC(=O)CC(c3ccc(Cl)cc3)C2)cc1 (centres undefined)	106.0	0.2
74	CNc1nc(-c2cccs2)cc(C(F)(F)F)n1	105.0	0.1
75	O=C(Nc1ccc2oc(-c3ccc4ccccc4c3)nc2c1)c1cccc(Cl)c1Cl	105.0	0.3
76	Cc1ccc(S(=O)(=O)c2cn(C)c3cc(N4CCOCC4)c(F)cc3c2=O)c(C)c1	105.0	-0.7
77	O=C(C1Cc2ccccc2CN1S(=O)(=O)c1cccs1)N1CCOCC1 (centres undefined)	104.0	0.5
78	Cc1ccc(NC(=O)/C(C#N)=C\Nc2cccc(O)c2)cc1	100.0	-0.3
79	C=CCn1c(=S)[nH]c2sc3c(c2c1=O)CC(C)(C)OC3	101.0	0
80	C=CCN(C(=O)C1CC=CCC1)c1ccccc1 (centres undefined)	106.0	0.4
81	Cc1ccc(Cl)cc1N1CCN(C(=O)Cn2cnc3onc(-c4ccc(F)cc4)c3c2=O)CC1	105.0	0.1
82	O=C(c1cc(NS(=O)(=O)c2ccccc2)ccn1)N1CCCCC1	99.0	-0.9
83	CCOc1cc(CNC(=O)CN2CCSc3ccccc32)cc(OCC)c1OCC	108.0	0.3
84	Cc1ccc(SCc2ccccc2-c2nc3ccccc3[nH]2)cc1	99.0	-1.1
85	CCOc1ccccc1CNCc1c(C(=O)O)n(Cc2ccccc2)c2cc(OC)ccc12	111.0	0.7
86	O=C(CCc1c[nH]c2ccccc12)N1CCN(c2ccccc2)CC1	101.0	-0.5
87	CCc1ccc(NC(=O)c2cnn(-c3c(C)cccc3C)c2C2CCN(C(=O)OC(C)(C)C)CC2)cc1	111.0	1
88	CCC(=O)OCCN1C(=O)c2ccccc2C1=O	101.0	-0.2
89	CCn1c(SCC(=O)OCC(=O)c2ccc(Br)s2)nnc1-c1cccs1	105.0	0.2
90	O=S(=O)(c1ccccc1)c1nnn2c1nc(NCc1ccc(Cl)cc1)c1sccc12	106.0	0
91	Cc1cc(C)n(C(N)=S)n1	86.0	-1.5
92	COc1ccc(-n2c(=S)[nH]c3cc(C(=O)N4CCN(c5ccccc5)CC4)ccc3c2=O)cc1	103.0	0.3
93	CCn1c(CSc2nc3ccccc3s2)nnc1SCC(=O)N(c1ccccc1)C(C)C	102.0	0.1
94	CCCCNC(=O)C1CC(=O)N(CCC(C)C)C1 (centres undefined)	103.0	0.8
95	N#CCSc1nc2cc(Cl)ccc2c(=O)n1Cc1ccccc1	102.0	-0.4
96	COc1ccc(C(=O)COC(=O)CN2C(=O)C3CC=CCC3C2=O)cc1 (centres undefined)	101.0	-0.1
97	CNS(=O)(=O)c1cc(O)c2c(S(=O)(=O)NC)cccc2c1	103.0	0.8
98	O=C1CN(C(=O)CSc2nnc(Cc3cccs3)n2CCc2ccccc2)c2ccccc2N1	98.0	-0.6
99	CCOC(=O)c1ccccc1NC(=O)Cn1c(=O)n(CCC(=O)N2CCc3ccccc3C2)c(=O)c2ccccc21	108.0	0.5
100	O=C(c1cnoc1)c1ccccc1O	83.0*	-3.5*
101	NC1=NN(c2ccccc2)CC1	102.0	0
102	Cc1ccc(NC(=O)/C(C#N)=C/c2ccc(C)o2)cc1	107.0	0.3
103	CC1CCCCN1S(=O)(=O)c1ccc(C(=O)Nc2nnc(-c3cccs3)o2)cc1 (centres undefined)	100.0	-0.3
104	COc1ccc2occ(CC(=O)Nc3ccc(S(=O)(=O)Nc4nccc(C)n4)cc3)c2c1	105.0	-0.4
105	C=CCN(CC=C)C(=O)c1ccc(NC(=O)CC)cc1	101.0	-0.6
106	O=C(O)CCCn1c(C(F)(F)F)nc2ccccc21	101.0	-0.2
107	Cc1ccc(NC(=O)C2CCCN2S(=O)(=O)c2cccc3nsnc23)c(C)c1 (centres undefined)	103.0	-0.7
108	O=S(=O)(Nc1ccc(-c2ccc(N3CCCCCC3)nn2)cc1)c1ccc(C(F)(F)F)cc1	101.0	-1.2
109	O=C(NCCN1CCCCCC1)c1ccc2c(c1)ncn2C1CCCCC1	101.0	-0.3
110	CCOc1cccc2cc(-c3nc(-c4ccccc4C)no3)c(=O)oc12	120.0	0.6
111	COc1cccc([C@@H]2CCN(CC(=O)Nc3cc(Cl)ccc3OC)C[C@H]2O)c1	102.0	-0.2
112	CCN(c1ccccc1)C1SC(=O)N(c2ccccc2)C1=O (centres undefined)	102.0	0.1
113	CCOC(=O)c1nnn2c3ccccc3c(=O)n(Cc3ccc(Cl)cc3)c12	108.0	0.6
